Screening data: PubChem BioAssay, NCI
Growth percent in the NCI-60 one-dose screen (48 h, 10 µM unless noted): 100 = growth as untreated, 0 = no growth, -100 = all killed.
HOP-92 = HOP-92 NSCLC cells; 6.3% of 71,000 active
MDA-MB-435 = MDA-MB-435 melanoma | 7.8% of 82,000 active | AID 1794794
M14 = M14 melanoma; 6.2% of 80,000 active
EKVX = EKVX NSCLC. AID 1794765. 3% of 71,000 active
RPMI-8226 = RPMI-8226 leukemia cells; 7.5% of 77,000 active
HOP-62 = HOP-62 NSCLC; 3.9% of 80,000 active; AID 1794735
A549/ATCC = A549/ATCC NSCLC; 3.7% of 81,000 active; AID 1794740
CCRF-CEM = CCRF-CEM leukemia | 7% of 77,000 active
Active calls of the source: *; . = no result given; & = joins results of further samples. How the source made its calls: active means growth percent below 10; inactive means the rest.

SMILES	HOP-92	MDA-MB-435	M14	EKVX	RPMI-8226	HOP-62	A549/ATCC	CCRF-CEM
C=C(C)[C@@H]1CC[C@]2(CO)CC[C@]3(C)[C@H](CC[C@@H]4[C@@]5(C)CC[C@H](O)C(C)(C)[C@@H]5CC[C@]43C)[C@@H]12	36	78	49	66	41	43	-3.9*	76
CC1=C(C(=O)Nc2cc(C)ccc2C)C(c2cccc([N+](=O)[O-])c2)C(C(=O)Nc2cc(C)ccc2C)=C(C)N1	67	59	60	57	47	90	64	46
CSc1nncc(-c2ccccc2)n1	78	100	104	90	89	102	104	95
CCCCNc1cc(C(=O)O)cc(S(N)(=O)=O)c1Oc1ccccc1	81	99	109	106	112	101	105	105
COc1ccc2c(c1)/C(=C/c1cc(OC)c(OC)c(OC)c1)C(=O)N2C	-7.0*	-50*	8.5*	47	-25*	58	14	20
CCCC1(c2ccsc2)NC(=O)NC1=O (stereo not drawn)	.	112	100	117	101	99	100	73
CC(=O)N1c2c(C(N)=O)cnn2CC1c1ccccc1 (stereo not drawn)	114	107	110	116	102	108	99	91
C=CC1(C)C(=O)C2C3C4OC(=O)NC41c1cccc4c1C2(C(=O)N4C)C3(C)C (stereo not drawn)	83	107	104	101	111	109	105	105
C[C@H]1C[C@H]2[C@@H]3CC[C@H]4C[C@@H](O)CC[C@]4(C)[C@H]3CC[C@]2(C)OC1=O	92	105	97	100	66	137	101	81
COc1ccc(C2=CC(c3ccc(C)cc3Br)N3C(C)=CSC3=N2)cc1 (stereo not drawn)	105	105	100	.	77	103	87	96
Cn1cnc2c(cnn2C)c1=N	.	109	107	100	.	103	98	.
COc1ccccc1NC(=O)C(N=Nc1ccc(-c2nc3ccc(C)c(S(=O)(=O)O)c3s2)cc1S(=O)(=O)O)C(C)=O (stereo not drawn)	85	111	110	120	58	83	105	65
COc1ccc2[nH]cc(/C=N/Nc3nc4ccccc4s3)c2c1	.	66	52	50	47	63	52	47
COc1cc2oc(-c3cccc(NC(=O)c4ccccc4)c3)cc(=O)c2c(OC)c1OC	48	81	75	103	27	78	69	46
COc1cc(C)cc2c1C(C)(C)CCC2(C)C	98	105	98	101	.	100	97	99
Cc1cc(O)c(C(C)C)cc1N=C1C=CCc2ccccc21	103	111	111	97	98	96	102	106
CNC(=O)c1[nH]cc(-c2ccccc2)c1-c1cc(OC)c2c(c1OC)OCO2	97	102	98	98	105	94	97	108
COC(=O)c1c2c(c[n+]([O-])c1C)C(=O)C=C(NCc1ccccc1)C2=O	-74*	-87*	-92*	-99*	-23*	-95*	-64*	0.7*
CCCCC(=O)N1C(C)CCC1C (stereo not drawn)	.	.	115	97	102	103	107	104
Clc1ccccc1Cc1cn2cc(-c3ccccc3)nc2s1	73	15	76	77	97	77	78	83
O=[N+]([O-])c1cccc(S(=O)(=O)OCn2ncc3ccc([N+](=O)[O-])cc32)c1	91	93	103	.	102	102	97	106
CCOc1cc(/C=N\NC(=O)N/N=C/c2ccc(O)c(OCC)c2)ccc1O	81	-15*	19	61	33	39	59	17
CCOC(=O)c1ccc(NCC(=O)Nc2ccccn2)cc1	98	102	108	113	110	102	114	107
CC1CCC(O)C(C)C1 (stereo not drawn)	86	98	100	.	102	96	99	89
Cc1c(Cl)cccc1NC(=O)OC(C)C	.	103	110	100	106	104	100	93
CC(C)(C)n1cc(-c2ccnc(NCCCNS(=O)(=O)c3cccc(F)c3)c2)c(-c2ccccc2)n1	55	96	76	68	59	95	67	57
O=C(COc1cccc(/C=C2/Oc3ccccc3C2=O)c1)Nc1nccs1	-51*	103	100	75	-53*	93	88	.
CN1CCN(c2nc(-c3ccncc3)nc3sc4c(c23)CCCCCC4)CC1	.	78	105	.	69	71	69	79
S=c1n(Cc2ccc3ccccc3c2)ccn1Cc1ccc2ccccc2c1	101	104	99	100	79	95	93	74
Nc1ccccc1C1(c2ccccc2)N=C(c2ccccc2)C2C=CC=CC2N1 (stereo not drawn)	94	89	89	83	101	98	95	99
COc1ccc(-c2nocc2-c2cccs2)cc1	87	101	111	92	124	101	99	105
CC(=O)CC(=O)N(C)Cc1ccccc1	.	99	98	.	100	99	106	90
Cn1cc(-c2cnn3c(N)c(Br)c([C@@H]4CCCNC4)nc23)cn1	55	39	33	59	24	29	41	20
COC(=O)c1nnn(-c2nonc2N)c1-c1ccc2c(c1)OCO2	.	114	122	113	98	103	102	93
O=C1c2ccccc2C(=O)c2c(N=Nc3c(O)[nH]c(=S)[nH]c3=O)cccc21	133	117	118	96	106	99	97	116
CC(=O)OC[C@H]1OC(Sc2sc(C(=O)c3ccc(Br)cc3)c(N)c2-c2nc3ccccc3s2)[C@H](OC(C)=O)[C@@H](OC(C)=O)[C@H]1OC(C)=O (stereo partly drawn)	98	92	96	80	66	91	92	86
CCCCCCCSc1ccc(C(=O)CCN2CCOCC2)cc1	91	.	98	96	.	100	97	92
O=C(O)c1cn(C2CC2)c2cc(N3CCN(C(=O)CN4C(=O)S/C(=C/c5ccccc5)C4=O)CC3)c(F)cc2c1=O	121	107	102	97	124	101	99	112
CCCCC(CC)COC(C)OCc1cccc(OC)c1OC (stereo not drawn)	.	100	98	93	107	100	99	110
O=C1NN=C2CCCCCCC12 (stereo not drawn)	118	105	112	108	107	97	102	100
C=C1C(=O)O[C@H]2[C@H]1CC/C(CNS(=O)(=O)c1cccc3ccccc13)=C\CC[C@@]1(C)O[C@@H]21	12	38	32	59	-16*	95	83	1.3*
COC(=O)C(Br)C(C(=O)OC)C(Cl)(Cl)Cl (stereo not drawn)	96	111	106	105	114	114	101	108
O=C(O)c1ccc(CNc2nc(=O)n(Cc3ccc(Cl)cc3)c(=O)[nH]2)cc1	.	104	108	.	104	92	115	.
N#Cc1cnn2ccn(C3OC(CO)C(O)C3O)c12 (stereo not drawn)	88	113	103	117	73	94	96	107
N#Cc1c(-c2ccc(Cl)cc2)nc2c(c(-c3ccccc3)nn2-c2ccccc2)c1-c1ccc2c(c1)OCO2	107	103	99	102	105	98	102	101
Cn1nc(-c2ccc(Cl)cc2)nc2c(=O)n(C)c(=O)nc1-2	-29*	-46*	-92*	-31*	-23*	-73*	-25*	-28*
Cc1nn(-c2nc3ccccc3[nH]2)c(N)c1-c1ccccc1	110	94	80	91	101	94	87	57
Nc1nonc1-c1nc2ccccc2n1Cc1ccc(Cl)cc1	82	52	97	.	85	78	83	97

Random excerpt: 2 records from the list.
SMILES	HOP-92	MDA-MB-435	M14	EKVX	RPMI-8226	HOP-62	A549/ATCC	CCRF-CEM
COC(=O)C(Br)C(C(=O)OC)C(Cl)(Cl)Cl (stereo not drawn)	96	111	106	105	114	114	101	108
CCCCCCCSc1ccc(C(=O)CCN2CCOCC2)cc1	91	.	98	96	.	100	97	92

Three successive compounds from above, for reference:
SMILES	HOP-92	MDA-MB-435	M14	EKVX	RPMI-8226	HOP-62	A549/ATCC	CCRF-CEM
Cn1nc(-c2ccc(Cl)cc2)nc2c(=O)n(C)c(=O)nc1-2	-29*	-46*	-92*	-31*	-23*	-73*	-25*	-28*
Cc1nn(-c2nc3ccccc3[nH]2)c(N)c1-c1ccccc1	110	94	80	91	101	94	87	57
Nc1nonc1-c1nc2ccccc2n1Cc1ccc(Cl)cc1	82	52	97	.	85	78	83	97

(continued)
SMILES	HOP-92	MDA-MB-435	M14	EKVX	RPMI-8226	HOP-62	A549/ATCC	CCRF-CEM
COc1ccc(/C(=C(/CC(=O)O)C(=O)OC(C)(C)C)c2cc(OC)c(OC)c(OC)c2)cc1OC	84	100	102	104	114	103	100	103
CC(=O)n1c2c(c3ccccc31)CCCC2	.	95	113	.	96	98	104	84
COc1ccc(C(=O)CSc2nccc(Nc3ccc(C(C)=O)cc3)n2)cc1	106	101	103	96	95	108	99	112
C#CCOc1ccc(/C=N/Nc2nc(-c3ccc(F)cc3)cs2)cc1OCC#C	92	101	99	78	71	109	99	99
COc1cccc(C(=O)N(C)C)c1	.	103	107	.	95	97	99	94
Cc1nn(C)c2ncnc(N/N=C/c3cccc(O)c3)c12	81	104	96	61	84	86	106	69
O=S(=O)(O)C(c1ccccc1)C1(O)CCCCC1 (stereo not drawn)	73	114	101	118	98	96	102	87
CCCCNc1ccc([N+](=O)[O-])cc1[N+](=O)[O-]	89	96	102	45	92	97	107	102
CNc1nc2c(c(=O)n(C)c(=O)n2C)n1C	82	107	106	107	102	109	96	96
Cc1ccc(Nc2nc(N)nc(N)c2N=O)cc1Cl	63	89	88	81	78	76	98	90
COc1cc2c(cc1OC)C1(C)N(CC2)C(=O)OC1(C)C (stereo not drawn)	101	113	101	.	105	111	102	106
CCOC(=O)CC(=O)c1ccccc1	101&104	109&108	114&113	112&98	110&123	102&95	104&106	77
Clc1ccc(CSc2cnnc3ccccc23)cc1Cl	.	78	93	96	57	95	81	71
COc1ccc(N=Nc2c(N)nn3c(-c4ccc(OC)c(OC)c4)c4ncnc(NN)c4nc23)cc1	80	108	106	94	102	104	97	76
O=c1/c(=C/c2cn(-c3ccccc3)nc2-c2ccccc2)sc2nc(Cc3ccccc3)nn12	88	101	101	99	99	114	97	103
O=C(Cc1ccc(CCC(=O)c2ccccc2O)cc1)Nc1ccccc1	74	98	98	94	83	77	74	65
Cc1cc(NCCCNc2ccnc3cc(Cl)ccc23)nc(Nc2ccc(C(=O)N3CCCCC3)cc2)n1	84	-72*	-68*	48	-11*	74	20	14
O=C(O)c1ccc(-n2cc(CNc3cc(Br)cc(C(F)(F)F)c3)c(-c3ccc(F)cc3)n2)cc1	114	82	56	89	55	72	59	51
COC(=O)c1cc(CN2CCCCC2)cc(OC(=O)c2cc(OC)c(OC)c(OC)c2)c1	79	101	102	89	96	95	104	105
CCOC(=O)c1nc(Nc2ccc(NC(=O)Nc3ccc(OC)cc3)cc2)c2ccccc2n1	112	100	90	97	109	107	96	115
CCOC(=O)c1cnc2c(C)cccc2c1Nc1ccc(C(C)=O)cc1	-1.1*	-64*	-68*	.	-34*	-77*	-61*	1.7*
O=c1c2cc(F)ccc2sc2c(Nc3ccccn3)nc3ccccc3c12	54	89	97	79	.	86	62	93
CC/C(=C(\c1ccc(O)cc1)c1ccc(OCCN(C)C(=O)COCCNC(=O)c2cccc3c2CN(C2CCC(=O)NC2=O)C3=O)cc1)c1ccccc1 (stereo not drawn)	92	101	104	106	83	96	111	105
NC(=O)c1c2c(c3c4ccccc4cnn13)C(=O)c1ccccc1C2=O	90	110	106	87	77	89	59	42

Part of the list above, as comma-separated lines.
canonical_smiles,HOP-92,MDA-MB-435,M14,EKVX,RPMI-8226,HOP-62,A549/ATCC,CCRF-CEM
COc1ccc(N=Nc2c(N)nn3c(-c4ccc(OC)c(OC)c4)c4ncnc(NN)c4nc23)cc1,80,108,106,94,102,104,97,76
O=c1/c(=C/c2cn(-c3ccccc3)nc2-c2ccccc2)sc2nc(Cc3ccccc3)nn12,88,101,101,99,99,114,97,103

(further entries)
SMILES	HOP-92	MDA-MB-435	M14	EKVX	RPMI-8226	HOP-62	A549/ATCC	CCRF-CEM
COc1ccc(-c2cc(NC(=O)Nc3ccc(O)cc3)no2)cc1	94	68	35	77	82	89	68	31
C[C@]12CCC(=O)C=C1CC[C@@H]1[C@@H]2[C@@H](O)C[C@@]2(C)[C@H]1CC[C@]2(O)[C@@H](O)CO	96	107	104	108	105	96	100	97
CC(C)=NNc1ccc([N+](=O)[O-])cc1[N+](=O)[O-]	80	84	74	74	68	88	83	42
CCN1CCN(c2nc(NCCNc3ccnc4cc(Cl)ccc34)c3ccccc3n2)CC1	33	-66*	-77*	53	-25*	25	0.3*	-13*
Cc1ccc2c(c1)P(=O)(O)c1cc(C)ccc1O2	93	102	104	106	94	101	105	97
COc1ccc(-c2nc(SCC(=O)Nc3ccc(/C(C)=N/O)cc3)[nH]c(=O)c2C#N)cc1	91	106	79	102	113	85	77	113
Nc1nc(Nc2ccc(Cl)c(Cl)c2)c(N=O)c(=O)[nH]1	46	61	61	85	60	.	102	29
